DT40 TDP1 CPT – growth inhibition of DT40 Tdp1-/-;hTDP1 cells with camptothecin (screen for TDP1 inhibitors). chicken DT40 Tdp1-/-;hTDP1 cells + 20 nM CPT, ATP luminescence, 48 h. Potency, µM (top dose mostly 46.2 µM), for the others: at the highest dose activity change, negative = growth inhibition, actives largely listed as inhibitors. 12% of 420,000 active; further: nearly all actives have a fitted effect of over 55% in size
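Chicken DT40 Tdp1-/- cells stably complemented with human TDP1 were seeded at 400 cells/well in medium containing 20 nM camptothecin, exposed to pin-transferred compounds, and grown at 37 °C for at least 48 hr. Viability was read as ATP luminescence.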
GCN5L2 inh – inhibitors of human GCN5L2 histone acetyltransferase. AID 504327. GCN5L2 HAT assay, ThioGlo1 CoA-SH fluorescence. Potency, µM (highest dose often 58.9 µM), for inactives: top-dose activity change, negative = inhibition, usual class: inhibitors. 0.21% of 390,000 active
Target sequence (Q92830 whole entry, looked up): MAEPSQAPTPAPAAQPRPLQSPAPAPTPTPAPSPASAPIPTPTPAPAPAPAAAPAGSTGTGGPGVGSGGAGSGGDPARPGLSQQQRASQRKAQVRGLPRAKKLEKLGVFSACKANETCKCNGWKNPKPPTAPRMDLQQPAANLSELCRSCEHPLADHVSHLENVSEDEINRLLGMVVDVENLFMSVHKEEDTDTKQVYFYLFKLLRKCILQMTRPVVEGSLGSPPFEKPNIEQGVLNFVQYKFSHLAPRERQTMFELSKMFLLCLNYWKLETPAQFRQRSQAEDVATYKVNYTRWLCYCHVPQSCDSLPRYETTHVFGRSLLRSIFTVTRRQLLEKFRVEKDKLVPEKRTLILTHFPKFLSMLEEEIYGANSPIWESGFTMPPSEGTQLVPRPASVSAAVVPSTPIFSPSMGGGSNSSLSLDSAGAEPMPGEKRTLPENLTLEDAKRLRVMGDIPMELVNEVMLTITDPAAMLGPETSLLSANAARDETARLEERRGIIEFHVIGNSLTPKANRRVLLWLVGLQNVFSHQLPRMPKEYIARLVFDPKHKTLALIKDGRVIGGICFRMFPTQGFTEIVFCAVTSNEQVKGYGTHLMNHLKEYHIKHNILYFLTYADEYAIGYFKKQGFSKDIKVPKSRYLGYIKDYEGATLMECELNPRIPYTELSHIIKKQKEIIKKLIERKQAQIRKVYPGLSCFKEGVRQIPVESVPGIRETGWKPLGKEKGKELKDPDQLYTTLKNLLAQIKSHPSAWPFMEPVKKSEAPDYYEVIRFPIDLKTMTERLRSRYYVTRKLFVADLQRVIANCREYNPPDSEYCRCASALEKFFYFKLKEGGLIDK
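GCN5L2 (20 nM) in 50mM HEPES pH 7.5, 0.1mM EDTA, 0.01% Tween-20 preincubated 15 min with compounds at room temperature. Reaction started with H3(1-25) 75uM, acetyl-CoA 70uM, ThioGlo1 50uM; CoA-thiol fluorescence (Ex340/Em540) read at 0 and 20 min.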
FEN1 inh – blocks human flap endonuclease 1. Potency, µM (titrated, usually from 114 µM), for inactives: top-dose activity change, negative = inhibition, usual class: inhibitors. Recombinant FEN1 flap cleavage, fluorescence, 15 min. 0.35% of 390,000 active. P39748; further: nearly all actives have a fitted effect of over 65% in size
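Concentration–response screening of FEN1 (10 nM): 15 min compound preincubation at room temperature, reaction started with 50 nM substrate and read at 0 and 15 min. Corrected, normalized data were fitted by a four-parameter Hill equation.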
An asterisk follows results filed as active; ? = inconclusive; · = no result given; & = joins results of further samples. The call rests on the fitted dose curve; in most records, active means well fitted curve in the direction sought with a large enough effect; inconclusive means small, poorly fitted or top-dose-only effect, or another doubt; inactive means no such curve, though single readings can be large; an effect the other way counts as inactive or inconclusive. On the % scale 0 is the no-effect control and ±100 the full control effect; potency means the concentration at half of the fitted maximal effect. Some of the compounds tested, so the mix of outcomes need not match the whole.

SMILES	DT40 TDP1 CPT	GCN5L2 inh	FEN1 inh
COc1ccc(CN2C(=O)/C(=C/c3ccncc3)SC2=S)cc1	23µM*	-7%	-23%
CCOC(=O)c1ccc(N2C(=O)c3n[nH]c(-c4ccco4)c3C2c2ccc(OC)cc2OC)cc1 (stereo unspecified)	23µM*	-5%	-4%
COc1ccccc1NC(=O)CSc1nnc(NC(=O)C2CCC2)s1	-26%	-18%	4%
CCCc1cc(-c2n[nH]c(=S)n2CC)cs1	6%	-9%	-10%
COc1ccc2c(C)cc(N3CCN(Cc4ccccc4)CC3)nc2c1	-9%	-25%	?
O=C1CCCc2nc(N3CCN(Cc4ccccc4)CC3)ncc21	?	0%	6%
Cc1cc2cc3c(cc2nc1SCC(=O)N1CCCC1)OCCO3	-19%	-10%	0%
COc1ccc(-c2csc(NC(=O)CSc3nnnn3C)n2)cc1OC	-21%	4%	4%
CCOC(=O)/C(=C/c1ccc(N2CCC(c3ccccc3)=N2)cc1)C(C)=O	?	-10%	1%
O=C(CCc1ccccc1)NNC(=O)COc1ccc(Cl)cc1	8%	?	15%
Cc1ccccc1NC(=O)c1oc(=O)c2ccccc2c1-c1ccccc1	-2%	-2%	-11%
COc1cc(NC(=S)N2CCN(CCO)CC2)cc(OC)c1	-5%	4%	2%
O=C(O)CCCNS(=O)(=O)c1ccc(F)cc1	-13%	0%	-17%
CCc1nc(SCC(=O)Nc2ccc(OC)cc2[N+](=O)[O-])n[nH]1	-19%	3%	4%
O=c1c2oc3ccccc3c2ncn1Cc1ccccc1F	-7%	1%	-7%
CC1(C)CCC(=O)N2CC[C@H]3C[C@H](OC(=O)Nc4ccc(Br)cc4)C[C@@H]1[C@H]32	35µM*	1%	-17%&10%
Cc1ccc2[nH]c(=O)c(CN(Cc3cccs3)Cc3nnnn3CC3CCCO3)cc2c1 (stereo unspecified)	?	-6%	12%
COC(=O)CSc1nnc2n(-c3ccc(OC)cc3)c(=O)c3c4c(sc3n12)CCCCC4	1%	-3%	-9%
COc1ccc2oc(C(=O)Nc3ccc(S(=O)(=O)N(C)C4CCN(C)CC4)cc3)c(C)c2c1	?	-18%	-17%
Oc1cccc(NC(=S)Nc2ccccc2)c1	-14%	-16%	-10%
CCN(C[C@H]1N[C@@](C)(C(=O)OC)[C@H]2C(=O)N(C)C(=O)[C@@H]12)C(=O)COc1ccccc1	?	-2%	22%
Cc1ccc(NC(=O)COc2ccc(/C=N\NC(=O)c3cccnc3)cc2)cc1C	-5%	-25%	?
O=C(CCc1c[nH]c2ccccc12)N1CCCCCCC1	?	-6%	16%
CCc1ccccc1NC(=O)c1ccc2c(c1)c(C)c(C)n2Cc1ccccc1	?	-5%	0%
O=C(NCc1ccc2c(c1)OCO2)c1cc2n(n1)C(C(F)(F)F)CC(c1ccc3c(c1)OCO3)N2 (stereo unspecified)	?	-7%	-2%

14 entries already listed, arranged by heavy-atom count, high to low.
SMILES	DT40 TDP1 CPT	GCN5L2 inh	FEN1 inh
CCOC(=O)c1ccc(N2C(=O)c3n[nH]c(-c4ccco4)c3C2c2ccc(OC)cc2OC)cc1 (stereo unspecified)	23µM*	-5%	-4%
COc1ccc2oc(C(=O)Nc3ccc(S(=O)(=O)N(C)C4CCN(C)CC4)cc3)c(C)c2c1	?	-18%	-17%
Cc1ccc2[nH]c(=O)c(CN(Cc3cccs3)Cc3nnnn3CC3CCCO3)cc2c1 (stereo unspecified)	?	-6%	12%
Cc1ccc(NC(=O)COc2ccc(/C=N\NC(=O)c3cccnc3)cc2)cc1C	-5%	-25%	?
CCc1ccccc1NC(=O)c1ccc2c(c1)c(C)c(C)n2Cc1ccccc1	?	-5%	0%
CCOC(=O)/C(=C/c1ccc(N2CCC(c3ccccc3)=N2)cc1)C(C)=O	?	-10%	1%
COc1ccc2c(C)cc(N3CCN(Cc4ccccc4)CC3)nc2c1	-9%	-25%	?
COc1ccccc1NC(=O)CSc1nnc(NC(=O)C2CCC2)s1	-26%	-18%	4%
O=C1CCCc2nc(N3CCN(Cc4ccccc4)CC3)ncc21	?	0%	6%
COc1ccc(CN2C(=O)/C(=C/c3ccncc3)SC2=S)cc1	23µM*	-7%	-23%
COc1cc(NC(=S)N2CCN(CCO)CC2)cc(OC)c1	-5%	4%	2%
O=C(CCc1c[nH]c2ccccc12)N1CCCCCCC1	?	-6%	16%
O=C(O)CCCNS(=O)(=O)c1ccc(F)cc1	-13%	0%	-17%
CCCc1cc(-c2n[nH]c(=S)n2CC)cs1	6%	-9%	-10%

The listing continues:
SMILES	DT40 TDP1 CPT	GCN5L2 inh	FEN1 inh
Cc1ccc(C(=O)COC(=O)c2ccc3c(c2)C(=O)N(c2cccc4ncccc24)C3=O)cc1C	?	-3%	2%
Cn1c(=O)c2sccc2n(Cc2cccc(Br)c2)c1=O	12µM*	-25%	9%
CC(=O)Nc1ccc(NC(=O)C(C)OC(=O)CCSc2ccccc2Cl)cc1 (stereo unspecified)	-28%	-1%	-9%
COc1ccc2[nH]c3c(c2c1)CCN1C(=O)N([C@@H](C)C(=O)NCc2c(F)cccc2Cl)C(=O)[C@]31C	18µM*	-3%	-7%
Cc1c(CNC2CCCCCC2)c(C(=O)O)c(C)n1Cc1c(F)cccc1Cl	?	-6%	-11%
CS(=O)(=O)N(CC(=O)NCCSc1ccc(Cl)cc1)c1ccc2c(c1)OCO2	?	-2%	10%
CCOC(=O)c1c(/N=C/N(C)C)sc(/C=N/Nc2ccccc2)c1-c1ccc(Cl)cc1	?	-4%	-5%
CN1C(C(=O)NCc2cccc(Br)c2)CC2Cn3c(nc4ccccc43)C21 (stereo unspecified)	-15%	-2%	-2%
COc1ccc(C(=O)NC2CCCc3c2cnn3-c2ccccc2F)cc1OC (stereo unspecified)	5.2µM*	1%	17%
COC(=O)COc1ccc(-c2ccc(F)cc2)cc1C=O	?	-8%	-10%
Cc1ccc(OCC(=O)Nc2nc(-c3ccc(Br)cc3)ns2)cc1C	?	-2%	-4%
CC1CCC(NC(=O)C2CCN(c3cnccn3)CC2)CC1 (stereo unspecified)	-16%	-2%	6%
CCCNC(=O)NC(=O)COc1ccc(-c2ccc(C#N)cc2)cc1	-10%	0%	19%
Cc1cc(C)cc(OCC(=O)Nc2cnn(CCCC(=O)O)c2)c1	11%	-5%	-1%
CCCc1cc(Nc2c(C)n(C)n(-c3ccccc3)c2=O)n2c(nc3ccccc32)c1C#N	?	-6%	-2%
O=C(O)CN1C(=O)/C(=C\c2ccccc2OCc2ccc(Cl)cc2Cl)SC1=S	-21%	18µM*	-30%
O=C1CN(N=Cc2ccco2)C(=O)N1	17%	·	-4%
C/C=C\C=C\C(=O)N1CC2(CC(c3cccc(NC(=O)COc4ccc(Cl)cc4)c3)=NO2)C[C@H]1C(N)=O (stereo partly specified)	?	1%	-23%
Cc1csc(=O)n1CCC(=O)OCC(=O)Nc1ccc(F)c(F)c1F	0%	1%	7%
Cc1ccc(S(=O)(=O)N(C)CCCC(=O)NCc2ccc3c(c2)OCO3)cc1	-15%	-5%	-1%
CCc1ccc(/C=C2/C(=O)N(CC)C(=S)N2C)s1	-14%	-5%	-27%
NC(=O)c1ncn([C@@H]2O[C@H](CNCc3ccc(OCC(=O)Nc4nccs4)cc3)[C@@H](O)[C@H]2O)n1	-10%	·	-1%
COc1ccc(CNC(=O)CSc2ncc3c(n2)-c2cc(Cl)ccc2N(Cc2ccccc2)S3(=O)=O)cc1OC	15µM*	0%	-9%
COc1ccc(NS(=O)(=O)c2c(C(=O)N3CCCCCC3)c(C)n(C)c2C)cc1OC	-19%	-5%	-2%
CC(=O)NC(NC(=S)Nc1ccc(S(N)(=O)=O)cc1)C(Cl)(Cl)Cl (stereo unspecified)	-6%	-2%	-13%
(list continues)
SMILES	DT40 TDP1 CPT	GCN5L2 inh	FEN1 inh
CN(C(=O)c1ccc(NC(=O)Cc2cccc([N+](=O)[O-])c2)cc1)C1CCCC1	?	-2%	?
COc1ccc(C2CC(c3cccs3)=NN2S(C)(=O)=O)cc1OC (stereo unspecified)	4%	0%	5%
CCCN(S(=O)(=O)c1ccc(OCC)cc1)S(=O)(=O)c1cccs1	-26%	2%	-21%
COCCn1c(=S)[nH]c2cc(C(=O)NCCc3ccc(OC)c(OC)c3)ccc2c1=O	-22%	-1%	8%
O=C(NCCCO)/C(=C\c1cn(-c2ccccc2)nc1-c1cccnc1)NC(=O)c1ccccc1	-12%	-5%	16%
O=C(NN1C(=O)/C(=C/C=C/c2ccco2)SC1=S)c1ccccc1O	-29%	?	11µM*
Nn1c(SCc2nc3ccccc3[nH]2)nnc1-c1cccnc1	11%	1%	3%
O=C(NC(=O)N1CCOCC1)c1ccccc1	5%	-5%	19%
Cc1ccc(NC(=O)CN2C(=O)C(c3ccc(F)cc3)=NC23CCCCC3)c(C)c1	?	-10%	5%
O=C(O)c1cccc(Cl)n1	-5%	2%	-3%
COc1ccc(OC)c(C(C[N+](=O)[O-])c2c(C)cc3ccccn23)c1 (stereo unspecified)	2.1µM*	-9%	7%
COc1cc(NC(=O)COC(=O)c2n[nH]c3ccccc23)c(C)cc1[N+](=O)[O-]	?	1%	-3%
Cc1cc(OCCN2CCOCC2)nc2ccccc12	-22%	-4%	-2%
CSc1nnc(C)c(=O)n1COC(=O)c1ccccc1	10%	-5%	13%
Cc1cc(C)c(S(=O)(=O)N2C=CC(C(F)(F)F)=NCC2)c(C)c1	3%	-3%	-15%
COc1ccc(/C=N/N2CCN(c3ccccc3OC)CC2)cc1OC	-6%	-3%	-6%
COc1cc(C(=S)N2CCCC2)ccc1OCc1ccccc1	1%	-12%	-2%
COCCCNC(=O)CN(c1cccc(Cl)c1)S(C)(=O)=O	2%	0%	13%
COCCCNC(=S)N(Cc1ccccc1)Cc1ccc(F)cc1	-8%	-2%	-18%
Cn1cc(C(=O)N2CCc3ccccc32)cn1	-2%	4%	-3%
COCCCNC(=O)C1CCN(c2nc(C)cc(C)n2)CC1	7%	-2%	12%
Fc1ccc(CSc2nncn2NCc2ccc3c(c2)OCO3)cc1	-29%	-7%	0%
Cc1nc2ccccc2nc1N/N=C/c1ccc(O)cc1O	4.6µM*	-14%	-13%
CCNC(=O)/C=C/c1ccccc1[N+](=O)[O-]	1%	-2%	-12%
Cn1c(NC(=O)c2ccc(S(=O)(=O)N3CCOCC3)cc2)cc(=O)n(C)c1=O	5%	5%	2%
(more compounds)
SMILES	DT40 TDP1 CPT	GCN5L2 inh	FEN1 inh
O=C(Nc1ccc2c(c1)CN(Cc1ccco1)CC2)C1CCCO1 (stereo unspecified)	-29%	-5%	-2%
COc1ccccc1C(OC(=O)c1ccco1)C(=O)NC(C)(C)C (stereo unspecified)	-10%	-14%	-9%
Cc1ccc(S(=O)(=O)N/N=C\c2ccc([N+](=O)[O-])o2)cc1C	18µM*	-24%	8%
COc1cc2c(cc1OC)[C@@H](Cc1cc(OC)c(OC)c(OC)c1)[N+](C)(CCCOC(=O)CC/C=C/CCC(=O)OCCC[N+]1(C)CCc3cc(OC)c(OC)cc3[C@H]1Cc1cc(OC)c(OC)c(OC)c1)CC2 (stereo partly specified)	0%&-3%	-1%	·
O=C(OCc1nc2ccsc2c(=O)[nH]1)c1ccco1	-2%	-14%	2%
CCOc1ccccc1NC(=O)Cn1c(C)cc(COC)c(C#N)c1=O	-15%	1%	12%
Cc1ccc(-c2cc(-c3ccc(C)o3)nc(N)c2C#N)cc1	15µM*	?	-2%
COc1ccc(C(=O)NC2CCN(S(=O)(=O)Cc3ccccc3)CC2)c(OC)c1	-17%	1%	-1%
CCCOc1cccc(C(=O)N/N=C/c2coc3ccccc3c2=O)c1	9%	-2%	-11%
Cc1cccc(Nc2ncc3c(n2)CC(c2ccco2)CC3=O)c1 (stereo unspecified)	?	0%	-4%
Cc1nn(CC(=O)OCC(=O)NCCc2ccc(F)cc2)c(C)c1[N+](=O)[O-]	-1%	0%	-2%
OC(CCN1CCCCC1)(c1ccccc1)C1C[C@@H]2C=C[C@H]1C2 (stereo partly specified)	-26%	-4%	-3%

Compound activity (PubChem BioAssay)
